USP10 inh: blocks human USP10 ubiquitin-rhodamine cleavage; Q14694; purified USP10, Ub-rhodamine fluorescence, 60 min; inhibition, % at 20 µM; hit rate 1.1% among 47,000; AID 1645856
USP30 inh: human USP30 deubiquitinase inhibition; purified USP30, Ub-rhodamine cleavage fluorescence; inhibition, % at 25 µM; hit rate 5.3% among 47,000; AID 1645860
USP7 block: human USP7 deubiquitinase inhibition; hit rate 0.3% among 47,000; AID 1645854; inhibition, % at 20 µM; purified USP7, Ub-rhodamine cleavage fluorescence
USP28 block: blocks human USP28 ubiquitin-rhodamine cleavage | Q96RU2 | inhibition, % at 25 µM | hit rate 3% among 47,000 | purified USP28, Ub-rhodamine cleavage fluorescence, 30 min | AID 1645857
USP17 inh: human USP17-like deubiquitinase inhibition; hit rate 6.5% among 47,000; inhibition, % at 50 µM; AID 1645855; purified USP17, Ub-rhodamine cleavage fluorescence, 3 h
USP8 inh: human USP8 deubiquitinase inhibition. inhibition, % at 20 µM. hit rate 4.2% among 47,000. purified USP8, Ub-rhodamine cleavage fluorescence, 30 min. AID 1645853. P40818
Target sequence (P40818 whole entry, looked up): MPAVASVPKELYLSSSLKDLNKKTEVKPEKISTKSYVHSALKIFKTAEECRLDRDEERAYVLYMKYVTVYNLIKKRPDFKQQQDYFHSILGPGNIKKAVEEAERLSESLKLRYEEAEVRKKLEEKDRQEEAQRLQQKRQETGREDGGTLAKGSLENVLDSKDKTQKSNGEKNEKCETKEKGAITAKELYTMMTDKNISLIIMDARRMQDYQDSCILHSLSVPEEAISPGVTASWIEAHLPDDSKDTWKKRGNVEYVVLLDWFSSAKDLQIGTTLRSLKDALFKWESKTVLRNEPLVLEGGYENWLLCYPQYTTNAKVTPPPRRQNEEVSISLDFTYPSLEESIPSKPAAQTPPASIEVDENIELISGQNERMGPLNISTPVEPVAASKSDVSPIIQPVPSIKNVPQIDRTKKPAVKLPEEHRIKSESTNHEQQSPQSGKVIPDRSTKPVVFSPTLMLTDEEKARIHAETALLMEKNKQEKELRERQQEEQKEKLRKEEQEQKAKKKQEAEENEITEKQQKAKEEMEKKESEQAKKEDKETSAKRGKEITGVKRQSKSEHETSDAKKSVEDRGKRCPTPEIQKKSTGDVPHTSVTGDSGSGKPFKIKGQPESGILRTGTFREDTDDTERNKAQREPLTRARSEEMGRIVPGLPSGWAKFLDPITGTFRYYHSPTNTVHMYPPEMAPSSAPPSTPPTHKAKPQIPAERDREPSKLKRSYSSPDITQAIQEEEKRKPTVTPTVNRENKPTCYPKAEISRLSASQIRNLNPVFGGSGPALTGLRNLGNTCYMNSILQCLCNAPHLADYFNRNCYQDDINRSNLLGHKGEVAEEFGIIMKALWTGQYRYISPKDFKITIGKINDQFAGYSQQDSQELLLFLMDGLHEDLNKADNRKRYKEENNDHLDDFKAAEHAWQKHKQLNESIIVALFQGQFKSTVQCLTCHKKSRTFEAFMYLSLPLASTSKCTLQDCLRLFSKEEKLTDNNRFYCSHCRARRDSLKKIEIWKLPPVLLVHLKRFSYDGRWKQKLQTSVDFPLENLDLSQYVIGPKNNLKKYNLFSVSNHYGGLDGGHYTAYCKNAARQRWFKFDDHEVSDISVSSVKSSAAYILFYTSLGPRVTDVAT
OTUD3 block: blocks human OTUD3 ubiquitin-rhodamine cleavage. purified OTUD3, Ub-rhodamine fluorescence, 2 h. Q5T2D3. AID 1645858. hit rate 0.7% among 47,000. inhibition, % at 25 µM
UCHL1 inh: inhibitors of human UCHL1 deubiquitinase; inhibition, % at 20 µM; hit rate 0.2% among 47,000; P09936; purified UCHL1, Ub-rhodamine cleavage fluorescence; AID 1645859
The depositor's hits bear a star; i = inactive; x = not tested or not shown. Cut-off read from the data, not from the text of the source: active = inhibition above about 30%; inactive = the rest. Not a hit list; overall some 13% were active at least once.

canonical_smiles	OTUD3 block	UCHL1 inh	USP17 inh	USP30 inh	USP8 inh	USP28 block	USP10 inh	USP7 block
O=C(COC(=O)c1cccc(S(=O)(=O)N2CCCC2)c1)NCc1ccc2c(c1)OCO2	-5	-4	20	-12	-25	3	-5	-4
CC(=O)N1CCO[C@@H]2CCN(C(=O)c3cnc(C)cn3)CC[C@H]21	-2	-1	-40	-23	-198	-10	-5	-2
CCCCN1CCN(c2cc(-n3ccnc3C)n3nccc3n2)CC1	-85	-9	-82	-318	-15	-97	-10	-17
C/C=C/C[C@@H](C)[C@@H](O)[C@H]1C(=O)N[C@@H]([C@@H](C)O)C(=O)N(C)CC(=O)N(C)[C@@H](CC(C)C)C(=O)N[C@@H](CC(C)C)C(=O)N(C)[C@@H](CC(C)C)C(=O)N[C@@H](C)C(=O)O[C@H](C(C)C)C(=O)N(C)[C@@H](CC(C)C)C(=O)N[C@@H](CC(C)C)C(=O)N(C)[C@@H](C(C)C)C(=O)N1C	15	18	18	23	17	21	11	21
CC(C)Cn1c(CNC(=O)Cc2ccccc2)nc2ccccc21	0	-1	-8	0	1	0	1	-5
CCCNC(=O)CNc1cc(C)nc2nc(-c3cccnc3)nn12	9	0	13	20	-5	5	-3	6
N#Cc1c(-c2ccco2)cc(-c2ccccc2)n2c1nc1ccccc12	-103	-148	-106	-392	-151	-146	-5	-134
Cc1ccc(Cl)cc1NC(=O)CN1CCN(c2nc3ccccc3s2)CC1	5	3	3	2	-3	2	8	3
O=C(COC(=O)c1cc(S(=O)(=O)N2CCCC2)ccc1O)NC(c1ccccc1)c1ccccc1	0	-2	8	15	-10	0	4	1
Cc1cccc(C(=O)N2CCN(Cc3noc4ccccc34)CC2)c1	6	-1	0	18	0	6	0	2
Cc1ccc(NC(=O)c2nnn(-c3cccc(Cl)c3)c2C)cc1C	1	0	2	18	-2	4	1	2
O=C(CN1C(=O)C2CCCC2=Nc2ccccc21)Nc1cccc(F)c1 (stereo not given)	-4	-1	15	-12	-9	-12	-1	0
Cc1ccc2nc(NC(=O)c3cc4c(=O)n5ccccc5nc4n3C)sc2c1	2	0	8	-9	9	-1	-6	0
COC(=O)c1ccc(C(=O)N2CCN(C(=O)c3cnn4ccccc34)CC2)cc1	11	1	3	19	11	10	2	1
Cc1ccc(NC(=O)C(OC(=O)c2ccc(S(=O)(=O)N3CCCC3)cc2)c2ccccc2)cc1 (stereo not given)	17	3	17	1	13	9	-2	6
COCCN1CCN(c2ccc3ccc(C(=O)NCc4ccncc4)cn23)CC1	-98	-23	-111	-453	-9	-127	-6	-26
Cc1ccc(NC(=O)c2ccc(N3CCOCC3)nn2)cc1Cl	-1	0	-1	-1	-22	-5	0	-4
CN1CCN(C(=O)c2cc(-c3ccn(-c4ccccc4)n3)n3ccccc23)CC1	-251	-141	-156	i	-162	-156	-11	-161
O=C(NC1CC1)c1ccn(-c2ccc3ccc(-c4ccncc4)cn23)n1	-144	-15	-142	i	-109	-134	-8	-10
COc1ccc(OC)c(NC(=O)c2cc3c(OC)cccc3[nH]2)c1	-3	4	7	-45	-8	0	-7	-10
CC(=O)Nc1cccc(OS(=O)(=O)c2ccc(-c3csnn3)s2)c1	9	-8	22	-41	20	-1	-6	-5
N#Cc1ccc(C(=O)Nc2cnc(N3CCCCC3)nc2)cc1	-8	-2	-25	-27	-56	-3	-3	-24
Cc1nn2c(CNC(=O)Cc3ccccc3F)c(C)nc2s1	-4	-2	-30	-17	-75	-23	-5	-3
CN(Cc1ccc2c(c1)OCO2)C(=O)CCNC(=O)c1ccc(Cl)cc1	7	2	2	12	4	6	0	-11
Cc1cc(Cl)ccc1NC(=O)CCS(=O)(=O)c1ccc2c(c1)OCC(=O)N2	7	3	34*	-8	1	-9	4	-2
COc1cccc(N2CCN(C(=O)CCNS(=O)(=O)c3ccc4c(c3)CCN4C(C)=O)CC2)c1	-2	-4	-4	-10	-1	-3	-2	0
Cc1nc2ccccn2c1CC(=O)Nc1cccc(C2CCc3nncn3C2)c1 (stereo not given)	7	1	0	12	36*	11	0	0
O=C(Oc1ccccc1)c1cn(-c2ccccc2)nc1-c1cc2ccccc2oc1=O	-2	-2	x	0	0	1	3	2
CN(C)c1ccc(C(=O)N2CCC3(CC2)N=C(c2ccc(Cl)cc2)C(=O)N3)cc1	-22	0	-19	-39	-3	-4	0	-7
O=C1CC(C(=O)N2CCOCC2)CN1CCc1ccccc1 (stereo not given)	6	2	5	2	-12	2	3	0
Cc1ccc(S(=O)(=O)NCc2ccc(C(=O)N3CCN(c4ncccn4)CC3)cc2)cc1	10	-3	3	6	16	5	2	2
COc1ccc(-c2cnn3c(SCC(=O)N4CCOCC4)cc(C)nc23)cc1	0	2	-9	3	-134	-3	-2	2
Cc1cnc(CNc2cc(-c3cccc(C(F)(F)F)c3)nc(-c3ccncc3)n2)nc1	-11	-3	-26	-15	-29	-16	-7	0
CCCCc1nc2sc3c(SCC(=O)N4CCCCC4)ncnc3c2c2c1CCC2	-1	-1	-8	x	-1	x	0	-2
OC(c1cccc(CN2CCCC2)c1)c1ncc(-c2cccc3ccccc23)[nH]1 (stereo not given)	5	1	0	16	1	11	-2	-3
CC(=O)N1CCn2c(nnc2C2CCNCC2)C1	17	2	12	16	12	6	-4	7
Cc1nc(C)c(CC(=O)N2CCCC(c3ccc4cn[nH]c4n3)C2)s1 (stereo not given)	6	0	0	13	-1	6	0	-6
COc1ccc(S(=O)(=O)NC2CC(=O)N(c3ccc(F)cc3)C2)cc1 (stereo not given)	8	3	5	15	12	12	3	1
COCC(=O)N1C2CCC3(CC2)OC(=O)N(C)CC13 (stereo not given)	0	0	-4	-12	0	-9	0	0
COCCN(C)C(=O)c1nc(-c2cn(-c3ccccc3)cn2)n2ccccc12	-20	-6	-80	-104	-13	-32	-9	-18
Cc1ccc(C(=O)NCCc2nnc3ccc(SCC(=O)NCc4ccc(F)cc4)nn23)cc1	11	2	17	30	10	11	-1	-7
Cc1cc(N2CCCCC2)nc2ccc(NC(=O)c3ccco3)cc12	-29	-25	-26	-67	58*	-3	-10	-35
O[C@H]1[C@H](NCc2ccccc2)[C@@H](c2ccccc2)C[C@H]1O	-5	0	-27	-23	-2	-4	-2	-9
COc1ccc(CCn2c(-c3ccccc3C)nc3c(c(=O)c4ccccc4n3C)c2=O)cc1	9	0	x	6	10	5	0	8
CC(=O)CN1CC2(CCN(Cc3ccccc3)CC2)COc2ccccc2S1(=O)=O	-42	-13	-42	-142	-29	-49	-5	-17
O=C(CCc1ccc(S(=O)(=O)N2CCOCC2)cc1)Nc1ccc2c(c1)OCO2	9	-1	7	3	-1	19	-3	1
CC(OC(=O)c1ccc2c(=O)n3c(nc2c1)CCCCC3)C(=O)NC1CCCC1 (stereo not given)	22	3	31*	47*	16	23	4	5
O=C(CN1C(=O)CSCC1=O)Nc1ccc(F)cc1	5	-2	-1	-1	-6	9	-5	-2
CCOc1ccc(C(=O)NCC2OCCc3ccccc32)cc1 (stereo not given)	13	1	12	18	1	14	0	0
CCN1CCCC2(Cc3ccccc3CN(C(=O)C(C)C)C2)C1 (stereo not given)	-123	-40	-127	i	-140	-151	-4	-39
O=C(O)c1c(-c2ccoc2)ncc2c1CCN(c1ncccn1)C2	-147	-59	-150	i	-24	-199	-2	-59
Cc1cc(Nc2ncccc2C)nc(C2CCCN(C(=O)c3cccnc3)C2)n1 (stereo not given)	1	-3	2	-11	9	-3	-3	0
Cc1cn[nH]c1C1CCCCN1C(=O)c1cc2c([nH]c1=O)CCCC2 (stereo not given)	0	-2	-8	0	-12	0	1	-3
COc1ccccc1-n1c(CNC(=O)c2ccc(S(=O)(=O)N3CCOCC3)cc2)nnc1SCc1ccc(Br)cc1	-2	5	7	36*	9	18	8	-4
O=C(c1cccc(S(=O)(=O)Nc2cccc(C(F)(F)F)c2)c1)N1CCCc2ccccc21	-7	1	16	4	-16	-4	18	-5
O=C(Nc1ccc(Cl)cc1)c1cccnc1Nc1cccc(F)c1	9	8	3	4	10	4	9	-3
NC(=O)c1ccsc1NC(=O)c1cn(-c2ccccc2)nc1-c1ccccc1	-6	-12	-12	-22	-1	-8	-5	-6
Cc1cc(C(=O)N2CCc3c(nc(-c4ccc(F)cc4)[nH]c3=O)C2)nn1C	-9	-5	-11	-32	-4	-11	-4	-5
O=C(CSc1ncccc1C(=O)N1CCC(Cc2ccccc2)CC1)Nc1ccc(Cl)cc1	0	2	0	-3	2	0	7	-15
Cc1cccc(N2C[C@@H](O)[C@H](NC(=O)c3ccccn3)C2)n1	9	0	11	3	29	6	0	4

Entries listed above marked active in USP17 inh:
canonical_smiles	OTUD3 block	UCHL1 inh	USP17 inh	USP30 inh	USP8 inh	USP28 block	USP10 inh	USP7 block
Cc1cc(Cl)ccc1NC(=O)CCS(=O)(=O)c1ccc2c(c1)OCC(=O)N2	7	3	34*	-8	1	-9	4	-2
CC(OC(=O)c1ccc2c(=O)n3c(nc2c1)CCCCC3)C(=O)NC1CCCC1 (stereo not given)	22	3	31*	47*	16	23	4	5

Rewritten field by field: part of the list above
O=C(Nc1ccc(Cl)cc1)c1cccnc1Nc1cccc(F)c1
  OTUD3 block: 9
  UCHL1 inh: 8
  USP17 inh: 3
  USP30 inh: 4
  USP8 inh: 10
  USP28 block: 4
  USP10 inh: 9
  USP7 block: -3
NC(=O)c1ccsc1NC(=O)c1cn(-c2ccccc2)nc1-c1ccccc1
  OTUD3 block: -6
  UCHL1 inh: -12
  USP17 inh: -12
  USP30 inh: -22
  USP8 inh: -1
  USP28 block: -8
  USP10 inh: -5
  USP7 block: -6

Next section
canonical_smiles	OTUD3 block	UCHL1 inh	USP17 inh	USP30 inh	USP8 inh	USP28 block	USP10 inh	USP7 block
CC1CSc2ccc(S(=O)(=O)Nc3ccc(C(C)C)cc3)cc2NC1=O (stereo not given)	0	4	0	8	0	12	12	-3
O=C(c1ccccc1)N1CCc2nc(C(=O)N3CCCC3)sc2CC1	1	0	-7	1	-38	0	0	-4
Brc1ccc2oc3c(N4CCCC4)ncnc3c2c1	-1	-1	0	-5	-4	-9	1	-2
CC(c1nc(-c2ccc(Cl)cc2)no1)N1CCN(C(=O)c2ccc(F)c(F)c2)CC1 (stereo not given)	9	5	7	1	9	4	1	-4
CN1C(=O)c2cccnc2Sc2cc(NC(=O)c3ccccc3)ccc21	0	-8	4	x	-14	x	-3	-1
Cc1ccccc1-n1nnnc1C1(Nc2ccccc2)CCCCC1	3	6	13	x	8	x	7	10
O=C(NCCc1ccccn1)c1ccc(C(F)(F)F)cc1	-2	-2	-8	x	-1	x	-2	0
CCOC(=O)N1CCN(C(=O)[C@H]2[C@@H]3C[C@@H]4[C@H]2C(=O)O[C@@H]4C3)CC1	8	0	12	16	17	4	2	7
COc1ccc(CCNC(=O)Cn2c(=O)cnc3ccccc32)cc1	12	0	10	28	-3	6	-1	x
O=C(NCc1ccc2c(c1)OCO2)c1cn(-c2cccc(Cl)c2)nn1	1	2	x	1	15	-2	28	4
CCCc1cc(Sc2ccc(NC(=O)c3ccccc3)cc2)n2ncnc2n1	-1	-2	-17	9	-1	7	0	5
CC1O[C@@H](c2ccc3c(c2O)C(=O)C2=C(C3=O)[C@@]3(O)C(=O)C(O)[C@](C)(O)C[C@@]3(O)C=C2)CC[C@@H]1OC(=O)/C=C/C=C/C=C/[C@@H]1O[C@@](C)(C(=O)O)O[C@H]1C (stereo not given in full)	46*	38*	48*	-106	-79	48*	-5	-18
Cc1nc(N2CCCCC2)ncc1-c1cc(=O)[nH]c(Nc2nc(C)c3ccccc3n2)n1	-4	-1	66*	60*	1	10	2	2
COc1cccc(NC(=O)c2nnn(-c3ccccc3)c2C(C)C)c1	13	6	11	12	16	27	6	-8
Cn1c(SCC(=O)Nc2ccc(F)cc2F)nnc1-c1c[nH]c2ccccc12	12	1	27	17	22	5	-1	-7
CCOc1ccc(-c2cc3c(=O)n(CC(=O)Nc4ccccc4OC)ccn3n2)cc1	1	3	2	6	-2	-1	0	2
Cc1ccc(-c2ncc(NC(=O)Cc3ccccc3F)cn2)cc1	5	1	4	5	4	2	2	3
CCOC(=O)C1(Cc2cc(-c3ccccc3)no2)CCN(Cc2ccc(O)cc2)CC1	-17	4	-24	-21	1	-12	1	-2
CC(C)Cn1c(=O)[nH]c2c(C(=O)N3CCc4ccccc4C3)snc2c1=O	-5	-2	7	11	1	2	5	1
Cc1cccc(S(=O)(=O)Nc2ccc3c(c2)N(C)C(=O)C(C)(C)CO3)c1	3	3	7	3	12	7	0	7
COc1ccccc1NC(=O)N1CC[C@H]2COC(=O)N[C@@H]2C1	-9	-3	-7	-5	1	-5	2	1

Assay outcomes: PubChem, Dana-Farber Cancer Institute and Novartis Institutes for BioMedical Research (Cambridge, Mass)
